Compound activity: PubChem, National Center for Advancing Translational Sciences (NCATS)
AmpC inh det: Promiscuous and Specific Inhibitors of AmpC Beta-Lactamase (assay with detergent); P00811; purified AmpC, nitrocefin hydrolysis with detergent; Potency, µM (series often up to 28.7 µM), without a hit: at the highest dose activity change, negative = inhibition; 71,000 tested, 0.09% active; active means well fitted curve in the direction sought with a large enough effect
Target sequence (P00811 whole entry, looked up): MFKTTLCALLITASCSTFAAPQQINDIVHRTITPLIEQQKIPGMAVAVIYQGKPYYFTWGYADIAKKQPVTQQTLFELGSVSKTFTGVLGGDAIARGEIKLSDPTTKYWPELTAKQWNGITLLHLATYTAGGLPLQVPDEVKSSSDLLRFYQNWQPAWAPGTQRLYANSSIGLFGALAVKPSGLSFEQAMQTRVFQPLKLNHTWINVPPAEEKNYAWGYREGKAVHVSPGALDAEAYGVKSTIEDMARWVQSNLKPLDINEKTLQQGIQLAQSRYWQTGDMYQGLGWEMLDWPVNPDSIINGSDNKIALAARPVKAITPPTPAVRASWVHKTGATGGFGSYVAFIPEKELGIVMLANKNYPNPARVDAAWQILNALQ
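E. coli AmpC (5.3 nM) in 20 mM phosphate pH 7.0 with 0.01% Triton X-100, preincubated 15 min RT with compound; nitrocefin (2 uL of 800 uM stock) hydrolysis followed by 480 nm absorbance every 20 s over 4 min.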
* hit, by the source's call; [ ] = dose if it differs, or a comment. On the % scale 0 is the no-effect control and ±100 the full control effect; potency means the concentration at half of the fitted maximal effect.

nr | structure | AmpC inh det
1 | Cc1ccc(P(=O)(OCCN2CCOCC2)C(C)(C)C)o1 (stereo not given) | 18.3%
2 | O=C(CCc1nc(-c2ccccc2F)no1)NCCc1ccccc1Cl | -4.6%
3 | O=C(Nc1ccc(Cl)cc1C(=O)Nc1ccccn1)c1ccco1 | 10.6%
4 | c1csc(CNc2ncncc2-c2ccc3c(c2)OCO3)c1 | 8.6%
5 | Cc1c(-c2cccs2)[n+](=O)c2c(n1[O-])CCC2 | 9.6%
6 | CCN(CC)CCCNc1oc(-c2ccc(OC)c(OC)c2)nc1C#N | -0.1%
7 | CCOc1ccc(NC(C)=O)cc1N | 6.8%
8 | O=C(NCc1ccccn1)c1cc2cc(Br)ccc2oc1=O | -2.5%
9 | CCCCOC(=O)n1c(SCC(=O)N(CC)CC)nc2ccccc21 | 14.0%
10 | CC1=C(C(=O)Nc2ccccc2)C(c2ccc(C)o2)n2c(s/c(=C\c3ccco3)c2=O)=N1 (stereo not given) | -1.6%
11 | CCC(=O)c1ccc(N2CCN(C(=O)COc3ccc(F)cc3)CC2)c(F)c1 | -2.2%
12 | Fc1cc2nccnc2cc1N1CCSCC1 | 7.9%
13 | CC1(C)CC(=O)c2cn3c(nc2C1)nc1ccccc13 | 0.9%
14 | O=c1c(O)c(-c2ccc(O)c(O)c2)oc2c(OC[C@H]3O[C@@H](O)[C@@H](O)[C@H](O)[C@@H]3O)c(O)cc(O)c12 | -0.3%
15 | CNc1nnc(CSc2nc(C)cc(C)n2)s1 | -1.7%
16 | O=C(c1ccccc1)N1CCN(CC#Cc2ccccc2)CC1 | 1.4%
17 | O=C(NCc1ccc2c(c1)OCO2)C1CC(=O)N(c2ccc(O)cc2)C1 (stereo not given) | -3.2%
18 | CC(=O)Nc1c(C(=O)O)oc2ccccc12 | -4.3%
19 | O=C(NCC12CC3CC(CC(C3)C1)C2)c1nn2c(c1Cl)NC(c1ccco1)CC2C(F)(F)F (stereo not given) | -2.8%
20 | COC(=O)C(NS(=O)(=O)c1ccc(NC(C)=O)cc1)C(C)C (stereo not given) | -1.0%
21 | CC(C(=O)NCCC1=CCCCC1)N1C(=O)c2ccccc2C1=O (stereo not given) | -2.6%
22 | CC(c1ccccc1)n1cc(C(=O)NCCCn2ccnc2)nn1 (stereo not given) | 12.5%
23 | COc1cccc(CNCc2ccccn2)c1OC | -4.0%
24 | Cc1noc(C)c1CSc1nc2cc(S(=O)(=O)N3CCOCC3)ccc2o1 | 10.6%

The closing 5 compounds of the part before open the next one:
nr | structure | AmpC inh det
20 | COC(=O)C(NS(=O)(=O)c1ccc(NC(C)=O)cc1)C(C)C (stereo not given) | -1.0%
21 | CC(C(=O)NCCC1=CCCCC1)N1C(=O)c2ccccc2C1=O (stereo not given) | -2.6%
22 | CC(c1ccccc1)n1cc(C(=O)NCCCn2ccnc2)nn1 (stereo not given) | 12.5%
23 | COc1cccc(CNCc2ccccn2)c1OC | -4.0%
24 | Cc1noc(C)c1CSc1nc2cc(S(=O)(=O)N3CCOCC3)ccc2o1 | 10.6%
25 | O=C(CS(=O)CC(=O)Nc1cccc2c1CCCC2)Nc1ccc(F)cc1 (stereo not given) | -1.2%
26 | Cc1ccccc1NC(=O)CN(C)S(=O)(=O)c1cccc2cccnc12 | 12.3%
27 | CC(C)C(C(=O)NCc1ccco1)N(C(=O)CNS(=O)(=O)c1ccc(Cl)cc1)C1CCCC1 (stereo not given) | -7.2%
28 | O=C(NCc1cccnc1)c1cccc(Cl)c1 | -3.3%
29 | COc1ccccc1N1CCN(C(=O)C2CC=CCC2C(=O)O)CC1 (stereo not given) | 1.5%
30 | CC(C)C(=O)Nc1cc(=O)[nH]c2ncnn12 | -1.2%
31 | CCCCc1cc(=O)oc2cc(C)cc(OCc3nn[nH]n3)c12 | -3.1%
32 | COc1cccc(CNn2cnnc2)c1OCc1ccc(F)cc1 | -4.3%
33 | CCn1c2c(c3cc(Br)ccc31)CCC/C2=N\O | -1.1%
34 | CCc1c2c(nc3cccc(C(C)C)c13)-c1cccc(=O)n1C2 | -0.8%
35 | CSc1ncc(Cl)c(C(=O)Nc2nnc(SC)s2)n1 | -4.1%
36 | COc1cc(-c2[o+]c3cc(O)cc(O)c3cc2O)cc(O)c1O | -2.0%[5.75 µM]
37 | CCC#CCOCC(=S)Nc1ccccc1 | -1.1%
38 | O=C(O)CCCC(=O)Nc1ccc(C(=O)NCc2cccnc2)cc1 | -2.4%
39 | CCN(CC)CCNC(=O)c1ccc(NC(C)=O)cc1 | 4.8%
40 | Cc1cnc(CNc2ncnc3ccc(-c4ccoc4)cc23)cn1 | 10.3%
41 | CCCNC(C)(C)COC(=O)c1ccccc1 | -0.1%[12.8 µM]
42 | CCOC(=O)c1[nH]c2ccccc2c1NC(=O)CN1CCCCC1 | -4.1%
43 | CCCCOc1ccccc1NC(=O)CC1SC(=NCC)N(CC)C1=O (stereo not given) | 0.0%
44 | O=C(Cn1nnc2c(cnn2-c2ccc(F)cc2)c1=O)OC1CCCCC1 | -2.6%
45 | CC(C)[C@@H](C(=O)NCC1CCC(C(=O)O)CC1)n1nnc2ccccc2c1=O (stereo not given in full) | 1.1%
46 | C/C=C/c1ccc(OCCn2cncn2)c(OC)c1 | -1.2%
47 | COc1ccc(OC)c(NC(=O)c2nnn(Cc3ccc(Br)cc3F)c2N)c1 | 12.8%
48 | COc1ccc(Oc2nc(Oc3ccc(OC)cc3)nc(Oc3ccc(OC)cc3)n2)cc1 | -1.3%

Among those listed so far, these have a COOH group:
nr | structure | AmpC inh det
18 | CC(=O)Nc1c(C(=O)O)oc2ccccc12 | -4.3%
29 | COc1ccccc1N1CCN(C(=O)C2CC=CCC2C(=O)O)CC1 (stereo not given) | 1.5%
38 | O=C(O)CCCC(=O)Nc1ccc(C(=O)NCc2cccnc2)cc1 | -2.4%
45 | CC(C)[C@@H](C(=O)NCC1CCC(C(=O)O)CC1)n1nnc2ccccc2c1=O (stereo not given in full) | 1.1%

Other results.
nr | structure | AmpC inh det
49 | COc1ccc(-n2nc(C(=O)NCc3ccco3)c3c4ccccc4n(C)c3c2=O)cc1Cl | -4.5%
50 | COC(=O)[C@@]1(Cc2ccc(F)cc2)[C@H]2c3cc(C(=O)N(C)C)n(C)c3C[C@H]2CN1C(=O)c1ccccc1 | -3.5%
51 | C=CCn1c(=N)n(CC(O)c2ccco2)c2ccccc21 (stereo not given) | -1.9%
52 | Cn1ncc(Br)c1C(=O)Nc1ccc(Cl)cn1 | -1.3%
53 | CCOc1ccc(NC(=O)C(CC)NC(=O)c2ccccc2CO)cc1 (stereo not given) | -3.4%
54 | CCn1c(SCC(=O)Nc2nc3ccc(C)cc3s2)nc2c(c1=O)SC(C)C2 (stereo not given) | -6.0%
55 | CCOc1cc(N2CCOCC2)c(OCC)cc1NC(=O)CSc1cccc[n+]1[O-] | 6.8%
56 | CN(C)c1ncnc2ccc(-c3cccnc3)cc12 | 9.1%
57 | O=S(=O)(NCC1CCCO1)c1cccc(C(F)(F)F)c1 (stereo not given) | 14.6%
58 | CC(=O)c1c(C)n(C)c2ccc(OC(=O)c3ccco3)cc12 | 12.2%
59 | COc1cccc(NC(=O)Nc2cc(C)ccc2F)c1 | -5.3%
60 | CCN(CC)c1nc2ccccc2nc1C(C#N)C(=O)NCCc1ccccc1 (stereo not given) | -1.4%
61 | CCOCCn1c(CN2CCN(c3ccccc3)CC2)nc2c1c(=O)n(C)c(=O)n2C | -3.8%
62 | N#CCCC12CCCCC1=Nc1ccccc12 (stereo not given) | -2.0%
63 | O=C(CN1C(=O)CCC1=O)Nc1nc(-c2ccc(Cl)s2)cs1 | -7.0%
64 | Cc1ccc(N2CCN(CCc3nc4cc(NC(=O)c5ccco5)ccc4n3C)CC2)cc1 | 0.3%
65 | COC(=O)[C@@H]1C[C@H]1[C@@H](NC(=O)c1cccnc1)c1ccccc1 | -1.0%
66 | Cc1cc(C(=O)CSc2nnc(Nc3ccccc3F)s2)c(C)n1CC1CCCO1 (stereo not given) | -3.3%
67 | O=C(CSc1nnc(-c2ccc(F)cc2)o1)N1CCN(C(=O)c2ccco2)CC1 | -0.7%
68 | CCOC(=O)c1ccc(OCC(=O)c2ccc(O)cc2O)cc1 | -4.3%
69 | CO[C@@H](C)[C@](O)(C(=O)OC1=CCN2CC[C@H](O)[C@H]12)C(C)C | -2.8%
70 | Cn1cnnc1Sc1nc2ccccc2nc1NS(=O)(=O)c1ccccc1 | -1.8%
71 | Cc1[nH]c2ccccc2c1C(=O)COC(=O)C1CCC(=O)N1 (stereo not given) | 0.0%
72 | CN(Cc1ccco1)c1ncnc2ccc(-c3cccnc3)cc12 | 4.7%
73 | CCP(=O)(c1ccccc1)C(C)(C)O (stereo not given) | -1.3%
74 | CCNC(=O)CC1C(=O)N(c2cccc(OC)c2)C(=O)N1CCOC (stereo not given) | 2.9%
75 | COc1ccc(OC)c(S(=O)(=O)N2CCC(C(=O)Nc3cccc(C)c3C)CC2)c1 | -5.5%
76 | Cc1csc(SCC(=O)Nc2ccc(Cl)cn2)n1 | -0.4%
77 | O=C(O)NCC1CCCCC1 (tested in a mixture with another compound) | -2.0%[5.75 µM]
78 | CSc1nccn1CC(=O)Nc1ccc(F)cc1 | -4.0%
79 | CCCCC(=O)NCCc1cc2c(OC)ccc(OC)c2[nH]c1=O | 0.5%
80 | CCOc1ccc(S(=O)(=O)N2CCN(c3ccc(C)cc3C)CC2)cc1 | 3.0%
81 | CC1(C)OC(=O)C(=CNCC(=O)NCC(=O)O)C(=O)O1 | -1.9%
82 | COc1ccc(NC(=O)Cn2nnc(-c3ccccc3NC(=O)c3cccs3)n2)cc1 | -5.9%
83 | CC(=O)c1ccc2c(c1)N(CCCN1CCC(CCO)CC1)c1ccccc1S2 | 2.9%[12.8 µM]
84 | Cc1cccc2sc(NC(=O)CCNS(=O)(=O)c3cccc4nonc34)nc12 | -1.0%
85 | Oc1ccccc1C1=Nc2ncnn2C(c2ccc(F)cc2)C1 (stereo not given) | -3.0%
86 | CC(=O)N[C@@H](CC(=O)O)C(=O)O | -1.2%[12.8 µM]
87 | CC1SC(c2cccc(Cl)c2)NC1=O (stereo not given) | 0.1%
88 | CCCCOC(=O)Nc1nc(C)c(C(=O)OCC)s1 | 5.1%
89 | COc1ccc(CCNC[C@H](O)c2ccc(O)cc2)cc1OC | -3.9%
90 | CC(/C(O)=C(\C#N)c1nc2ccccc2n1C)N1C(=O)c2ccccc2C1=O (stereo not given) | -6.0%
91 | Cc1ccc(C)n1CCN1CCN(C(=O)c2ccco2)CC1 | 2.7%
92 | CCOC(=O)c1nnn(CC(=O)Nc2ccccc2OC)c1C(=O)OCC | -0.2%
93 | CCOC(=O)N1CCN(C(=O)c2cc(C)no2)CC1 | 4.3%
94 | O=C1CC(N2CCN(c3ccccc3F)CC2)C(=O)N1c1ccc2c(c1)OCCO2 (stereo not given) | 6.0%
95 | O=C1c2ccccc2C(=O)N1CCSc1nnc(-c2ccco2)n1Cc1ccccc1 | 25.6%
96 | CCCc1nc2ccccc2c(=O)n1-c1c(C)n(C)n(-c2ccccc2)c1=O | -1.6%
97 | N#CNC(N)=Nc1ccc(Cl)cc1 | -2.1%[5.75 µM]
98 | CC(CC(=O)O)(CC(=O)O)c1ccccc1 | -5.3%[5.75 µM]
99 | CC(C)(C)c1[nH]nc2c1C(c1ccccc1OC(=O)N1CCOCC1)C(C#N)=C(N)O2 (stereo not given) | 1.1%
100 | Cc1nn(C)c(C)c1S(=O)(=O)N1CCCC(C(=O)NC2CCCCCC2)C1 (stereo not given) | 13.2%
101 | CCSc1nnc(NC(=O)c2cccc(OCc3c(C)noc3C)c2)s1 | -4.3%
102 | Cc1cc(S(=O)(=O)Nc2cccnc2)c(C)s1 | -4.4%
103 | CN(C)c1ccc(N=Cc2c(O)n(CCC3=CCCCC3)c(=O)[nH]c2=O)cc1 | -4.6%
104 | COc1ccccc1N1CCN(CC(O)COc2ccc(S(=O)(=O)N3CCOCC3)cc2)CC1 (stereo not given) | 1.6%
105 | COc1ccc(S(=O)(=O)NC2CC(C)(C)NC(C)(C)C2)c(C)c1C | -1.0%
106 | COc1cccc(C2C(C(=O)NCc3ccccc3)=C(C)Nc3ncnn32)c1 (stereo not given) | -2.0%
107 | Cc1oc(-c2ccccc2F)nc1CS(=O)(=O)CC(=O)NCCCc1ccccc1 | 2.0%
108 | CCc1c(C)nc(N)n2c(SCC(=O)N3CCN(c4ccccc4)CC3)nnc12 | 12.0%

As entered above.
Under AmpC inh det, no. 9 is listed with 14.0%
Under AmpC inh det, no. 63 is listed with -7.0%
Under AmpC inh det, no. 60 is listed with -1.4%
Under AmpC inh det, no. 33 is listed with -1.1%
Under AmpC inh det, no. 5 is listed with 9.6%

The list continues:
nr | structure | AmpC inh det
109 | CC(=O)N1CCN(c2cccc(C)c2C)CC1 | 0.2%
110 | COc1ccc(OC(C)C(=O)N2CCc3ccccc3C2)cc1 (stereo not given) | -0.4%
111 | Cc1cc(NC(=O)Cn2cc(C(F)(F)F)cc(Cl)c2=O)no1 | -2.2%
112 | COC(=O)c1ccc(OC(=O)c2ccc(OCc3c(C)noc3C)c(OC)c2)cc1 | 15.1%
113 | COC(=O)C1=CN(C)C=C(C(=O)OC)C1c1ccccc1Cl | -3.1%
114 | COCCn1c(=O)c(-c2cc(F)cc(F)c2)nc2cnc(OCc3ccccc3)nc21 | 1.9%
115 | CN(C)c1ccnc(SCc2ccccc2Cl)c1C#N | -2.8%
116 | Cc1oc(-c2ccccc2F)nc1CS(=O)CC(=O)NCc1cccs1 (stereo not given) | 10.3%
117 | Cc1onc(-c2c(F)cccc2Cl)c1C(=O)NCc1cccs1 | -1.7%
118 | Cc1ccc(Cn2c(N3CCCCCC3)nc3c2c(=O)[nH]c(=O)n3C)cc1 | 14.3%
119 | Cc1nc2ccc3nc(NC(=O)c4ccc5c(c4)OCCO5)sc3c2s1 | -2.5%
120 | COc1ccc2c(c1OC)C(=O)O[C@@H]2[C@H]1c2c(cc3c(c2OC)OCO3)CCN1C | -1.0%
121 | Cc1cc(Cl)ccc1OCC(=O)N1CC(C)CC(C)C1 (stereo not given) | -6.4%
122 | Cc1nc2ccc(C(=O)N3CCSCC3)cc2s1 | -3.7%
123 | Cc1c(NC(=O)NCc2ccccc2)c(=O)n(-c2ccccc2)n1C | 0.1%

This is a subset; rates above refer to the full screens.
